PriA SSB inh = inhibitors of Klebsiella pneumoniae PriA binding to SSB C-terminal tail, primary screen, biochemical, AlphaScreen; 430,000 tested, 0.6% active; PriA–SSB C-terminal tail interaction (Klebsiella pneumoniae); inhibition, % at 33 µM; AlphaScreen SSBct-PriA binding, biotinylated peptide; in the data active = inhibition mostly above about 37%, no sharp cut-off; inactive = mostly below about 20%;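 also: plate controls were negative control peptide for no effect and reference peptide for full effect; strong numbers were not always called active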
3CLpro inhibitor = SARS-CoV 3CLpro protease inhibitors, primary screen, biochemical, quenched FRET | 290,000 tested, 0.14% active | AID 1706, 2009 | recombinant SARS-CoV 3CLpro, quenched FRET peptide cleavage | inhibition, % at 6 µM | Replicase polyprotein 1ab (Severe acute respiratory syndrome coronavirus), P0C6X7; in the data active = inhibition above about 12%
BoNT-A LC inh2 = BoNT/A light chain protease inhibitors, primary screen, biochemical, flow cytometry, MLPCN library; multiplex microsphere protease substrate cleavage; inhibition, % at 10 µM; 360,000 tested, 0.17% active; AID 588499, 2011; also: plate controls were buffer without enzyme for full effect and enzyme alone for no effect
PfHsp40 yeast = rescue of yeast from PfHsp40 toxicity, primary screen, S. cerevisiae, ATP luminescence; S. cerevisiae expressing PfHsp40, growth rescue; growth rescue, % at 12.5 µM; 340,000 tested, 0.68% active; in the data active = growth rescue above about 28%, passing the limit was not always enough; inconclusive = no clear call, values can overlap the other calls;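 also: yeast W303a lacking pdr1 and pdr3 grown in galactose medium; growth measured after three days at 30 °C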
Vc quorum ag = inducers of Vibrio cholerae quorum light production without autoinducers, primary screen, BH1578 luxS cqsA deficient, single point. activation, % at 18.7 µM. V. cholerae BH1578 lux reporter, luminescence, 6 h. 350,000 tested, 0.16% active; in the data active = activation mostly above about 9.7%, no sharp cut-off; inconclusive = no clear call, values can overlap the other calls; inactive = mostly below about 3.7%; also: not every result past the cut was called active; inactives centre near 0; reference of the scale not given here
PrPC TRFRET = inhibitors of human cell surface prion protein PrPC, primary screen, cell-based, TR-FRET | Major prion protein (Homo sapiens), P04156 | TR-FRET read-out | inhibition, % at 13.8 µM | 370,000 tested, 0.43% active | AID 720596, 2013; in the data active = inhibition above about 24%; also: 0% = median of the test wells and 100% = reference compound wells
TcdB inh = TcdB glycohydrolase inhibitors, primary screen, biochemical, single point, plate reader; Toxin B (Clostridioides difficile), P18177; TcdB glycohydrolase enzymatic assay; inhibition, % at 9.99 µM; 350,000 tested, 0.24% active; in the data active = inhibition above about 10%
Anthrax LF inh2 = Bacillus anthracis LF protease inhibitors, primary screen, biochemical, multiplex microsphere, MLPCN library; 360,000 tested, 0.12% active; inhibition, % at 10 µM; Lethal factor (Bacillus anthracis), P15917; multiplex microsphere protease cleavage assay; also: plate controls were buffer without enzyme for full effect and enzyme alone for no effect
Y pestis TopoI = Yersinia pestis topoisomerase I inhibitors, primary screen, biochemical, cleavage product accumulation, plate reader, single point; DNA topoisomerase I (Yersinia pestis CO92); 360,000 tested, 0.064% active; Y. pestis Topo-I cleavage product accumulation; activity, % at 10 µM; in the data active = activity above about 50%, passing the limit was not always enough; inconclusive = no clear call, values can overlap the other calls; also: inactives centre near 2
* marks the source's active call; other numbers are inactive results; i = inactive; ? = inconclusive; nt = not tested or not shown; & = joins results of further samples. Rule as the data show it, unless noted: active = inhibition above about 30%; inconclusive = no clear call, values can overlap the other calls; inactive = below that. The list is partial (hit frequency here may not be typical).

SMILES | PriA SSB inh | 3CLpro inhibitor | BoNT-A LC inh2 | PfHsp40 yeast | Vc quorum ag | PrPC TRFRET | TcdB inh | Anthrax LF inh2 | Y pestis TopoI
CC(OC(=O)c1cc(=O)[nH]c2ccccc12)C(=O)NC1CCCCC1C (stereo not given) | -6.8 | nt | 2.6 | 0.0 | 0.6 | -1.4 | -1.4 | 1.2 | 4.8
Cc1nccn1CCCN1C(=O)CNC1=S | -16.4 | -2.4 | -0.6 | 0.2 | i | 5.3 | 0.6 | 1.4 | -5.8
N=C1/C(=C/c2cccn2CCOc2ccccc2)C(=O)N=C2SC=C(c3ccccc3)N12 | -7.8 | 4.2 | 0.4 | 0.5 | -0.3 | 17.2 | -11.4 | -3.2 | -27.7
O=C(CCN1C(=O)c2ccccc2C1=O)NCc1ccc(F)cc1 | 10.7 | 5.0 | 0.4 | 0.3 | -0.4 | -5.5 | -2.8 | 6.9 | -7.1
COc1ccc(CNc2ncccn2)cc1OC | -8.8 | 0.5 | -1.1 | -0.9 | 1.4 | 1.0 | 0.5 | 0.6 | 4.5
COc1cc2c3cc1Oc1cc(ccc1O)C[C@@H]1c4c(cc(OC)c(O)c4Oc4ccc(cc4)C[C@H]3N(C)CC2)CCN1C | 8.5 | -1.6 | -0.5 | 3.1 | i | -7.8 | -9.3 | -10.5 | -1.4
O=C(OCc1ccccc1)N1CCC2CC1c1ccc(N3CCNCC3)cc12 (stereo not given) | nt | nt | -0.2 | nt | i | -11.2 | 1.5 | -9.6 | 6.0
O=C(C1CC(=O)N(c2ccc3c(c2)OCCO3)C1)N1CCN(S(=O)(=O)c2cccc(F)c2)CC1 (stereo not given) | 6.3 | nt | 1.0 | -3.9 | -4.0 | 8.0 | 1.0 | -0.2 | 26.9
Cc1cc(C(=O)Nc2ccc3nc(C)sc3c2)c2ccccc2n1 | -8.7 | -4.6 | 1.8 | -0.2 | -0.3 | 10.8 | 1.2 | 4.0 | 12.3
CCOC(=O)c1c(-c2ccc(C)o2)csc1NC(=O)CSc1nnnn1-c1ccccc1 | 4.6 | 2.0 | -2.4 | 2.4 | i | -3.2 | nt | -7.4 | 20.1
O=C(Nc1ccccc1-c1ccccc1)NC1CC2CCCC(C1)N2CCc1ccccc1 (stereo not given) | -11.6 | -1.1 | 0.5 | 0.5 | -0.5 | -4.4 | 1.0 | -1.3 | -12.7
COc1ccc(N2CCN(C(=O)CNS(=O)(=O)c3ccc(C)c(C)c3)CC2)cc1 | -8.8 | 5.3 | 0.4 | -1.0 | -0.3 | 4.2 | 0.9 | 0.4 | 26.1
Cc1ccc(C(=O)c2ccccc2C(=O)OCC(=O)NCCc2ccccc2)cc1 | -13.1 | -2.2 | -0.6 | 3.5 | -0.3 | 7.9 | nt | -1.1 | 35.6
CNc1ccncc1S(=O)(=O)NC | -3.7 | 1.4 | -0.7 | -0.9 | -0.3 | -4.4 | nt | -0.6 | -0.7
COc1ccc(-n2nc3cc(N)c(Br)cc3n2)cc1 | -22.3 | -10.7 | -11.4 | 0.1 | -0.4 | 10.4 | 0.1 | -9.1 | -12.1
Cc1ccc(S(=O)(=O)N(NC2=NS(=O)(=O)c3ccccc32)C(=O)c2ccccc2)cc1 | 0.1 | 1.0 | 0.2 | 0.4 | -4.8 | -2.6 | -1.5 | 0.4 | 8.6
O=C(CN1C(=O)c2ccccc2C1=O)Nc1cccnc1 | -8.0&-14.3 | 0.3 | -0.4 | -1.3 | nt | -4.4 | -1.0 | -3.0 | -3.2
O=C1c2ccccc2S(=O)(=O)N1CC1CC(c2ccccc2Cl)=NO1 (stereo not given) | -18.1 | 1.2 | -0.1 | -0.6 | -1.4 | -1.7 | nt | -2.1 | 14.5
CC(C(=O)NN=C(c1ccccc1)c1ccccc1)N1CCOCC1 (stereo not given) | -0.1 | -1.4 | -0.4 | 3.1 | 0.6 | -4.3 | 2.4 | -0.3 | -9.1
C=CCNC(=O)CN1CCC(c2nc3ccccc3[nH]2)CC1 | 2.4 | -0.4 | 0.5 | 0.0 | -4.8 | -2.0 | 0.9 | 0.1 | 3.0
CNC(=O)c1[nH]cnc1C(=O)Nc1ccc(C)cc1 | -4.4 | 1.8 | -0.9 | -1.5 | 0.3 | -3.2 | -1.1 | -9.9 | 1.5
COc1ccc([N+](=O)[O-])cc1NC(=O)Cn1ccsc1=N | -1.4 | 2.5 | -0.4 | -1.2 | -1.7 | -20.9 | nt | -2.1 | -9.0
CCOc1cc(CNS(=O)(=O)c2ccc3c(c2)CC(=O)N3C)cc(OCC)c1OCC | 9.3 | -3.7 | 1.3 | 2.2 | 0.4 | -7.2 | 1.6 | 0.6 | 8.9
Cn1c(C(=O)NCC2CCCO2)cc2c(=O)n(C)c3ccccc3c21 (stereo not given) | -5.4 | -1.1 | -0.2 | 0.1 | -0.2 | -8.1 | 1.6 | -10.5 | 3.8
O=C(CSc1ccccc1Cl)N1CCC(c2nc3ccccc3s2)CC1 | -20.5 | -4.7 | 0.6 | -0.9 | i | 13.4 | nt | 0.5 | 34.9
Further results follow:
SMILES | PriA SSB inh | 3CLpro inhibitor | BoNT-A LC inh2 | PfHsp40 yeast | Vc quorum ag | PrPC TRFRET | TcdB inh | Anthrax LF inh2 | Y pestis TopoI
NC(CO)C(=O)NNCc1ccc(O)c(O)c1O (stereo not given) | -17.5 | 4.2 | -3.0 | 2.2&0.1 | -3.0 | -6.6 | -56.2 | -21.3 | -4.8
CCC1(c2ccc(F)cc2)NC(=O)N(CC(=O)Nc2cccc(S(=O)(=O)N3CCCCC3)c2)C1=O (stereo not given) | -9.7 | nt | ? | -2.3 | -5.9 | 10.3 | 2.2 | ? | 22.7
C=CCn1c(=O)c(C#N)cc2c(=O)n3ccccc3nc21 | -0.2 | 1.0 | 0.2 | 1.0 | -0.3 | -29.4 | nt | 0.3 | -0.9
COc1ccc(C)cc1NCc1cc(=O)oc2cc(-c3ccccc3)c(O)cc12 | -5.8 | 4.1 | -0.9 | 0.9 | -0.2 | -10.9 | nt | -0.4 | -18.5
Fc1ccc(/C=N/NC(=S)Nc2ccc(Cl)cc2Cl)cc1 | nt | 4.8 | -0.7 | -1.6 | 0.1 | 1.9 | 0.4 | -9.1 | 2.7
O=C1COc2ccc(S(=O)(=O)NCCc3ccc(Cl)cc3)cc2N1 | -6.2 | -1.6 | 2.4 | 0.4 | i | 2.3 | 0.4 | 6.7 | 3.3
COc1cc(OC)c(C2CC(=O)N3CN(c4ccc(C)cc4)CSC3=C2C#N)cc1OC (stereo not given) | -8.3 | -0.6 | 1.4 | -0.4 | -0.2 | 2.9 | nt | -1.0 | 8.8
O=C(Nc1cccc(OC(=O)N2CCOCC2)c1)N1CCOCC1 | -8.9 | 1.6 | 0.8 | -1.8 | 3.7 | -6.8 | nt | -2.9 | 6.6
Cn1ncc(N=Cc2ccccc2)c1C(=O)Nc1cccc(Cl)c1 | -7.7 | 2.2 | 0.6 | -0.3 | i | 1.5 | nt | -0.1 | -0.6
COc1ccc(N/C(=N\c2nc(C)cc(C)n2)NC(C)=O)cc1OC | nt | -2.2 | 0.4 | 2.2 | i | 2.4 | nt | -1.3 | 0.4
Cc1ccc(C)c(N=Nc2nc3ccccc3n2C)c1 | 5.0 | 2.9 | -1.5 | 7.9 | -0.5 | -23.9 | nt | -8.3 | 4.1
CCOc1ccc(NC(=O)CCNC(=O)c2ccco2)cc1 | 0.8 | 3.1 | -0.9 | -2.2 | i | 6.2 | 2.3 | -15.1 | 3.0
CCN(CC(=O)Nc1ccc(NC(C)=O)cc1)C(=O)Cc1coc2cc(C)c(C)cc12 | -10.7 | nt | -7.9 | 0.7 | -0.9 | 2.2 | -1.5 | -0.7 | 19.3
CN1CCN(c2ccc(C(F)(F)F)cc2N)CC1 | -11.9 | -0.9 | -1.3 | 8.3 | -0.3 | 1.7 | 1.0 | -0.8 | -8.4
COc1cc2c(cc1OC)C(C)N(C(=S)NC(=O)c1ccccc1)CC2 (stereo not given) | 2.8 | 4.8 | -2.2 | 1.1 | 0.0 | 9.2 | 0.8 | -5.2 | -4.0
C=C1C(=O)OCC2C(C(=O)O)=CC3C(C)C(C)=CC123 (stereo not given) | nt | nt | -0.4 | nt | 4.0 | -3.4 | -2.2 | -3.5 | 3.7
CCOc1ccc(N2C(=O)NC(Cc3c[nH]c4ccccc34)C2=O)cc1 (stereo not given) | -1.5 | -5.4 | 0.2 | -0.4 | -0.9 | -6.7 | nt | -2.3 | -9.5
CCCCc1ccc(NC(=O)CSc2nc(=O)n(CCN(CC)CC)c3c2CCCC3)cc1 | -0.3 | nt | -1.2 | 0.5 | -0.3 | -11.8 | 0.3 | -0.1 | 21.3
O=C(Cc1ncc(C(F)(F)F)cc1Cl)NCc1ccco1 | -20.4 | 4.5 | -0.6 | -1.2 | -0.1 | -1.9 | -0.3 | -2.3 | -17.0
COc1ccc(/C=C2\Oc3cc(OCC(=O)N4CC(O)C[C@H]4C(=O)O)ccc3C2=O)cc1OC (stereo not given in full) | -16.3 | 5.8 | -0.4 | 0.0 | -0.4 | -41.4 | 2.9 | -8.0 | 4.9
CC(=O)OCC1(O)CC23CCC4c5ccoc5CCC4(C)C2CCC1C3 (stereo not given) | -8.0 | nt | -0.9 | 1.8 | -0.6 | 2.1 | 1.4 | -8.0 | 21.0
COc1ccc(CC(=O)O/N=C(\N)c2ccc(Br)cc2)cc1OC | i | -2.7 | 0.2 | 2.0 | -0.3 | -2.0 | -0.8 | 1.6 | 16.9
Cc1ccc(CSc2nc3ccsc3c(=O)n2Cc2ccccn2)cc1 | 0.6 | 6.0 | 0.2 | -0.6 | -0.2 | 18.1 | nt | 1.4 | ?
CCN(CC)CCCN=Cc1c(O)n(-c2ccccc2C)c(=O)c2ccccc12 | 3.4 | -1.9 | ? | 0.6 | -0.7 | -2.2 | -0.6 | -28.0 | -1.2
COc1ccc(C(=O)Cc2nnc(C)s2)c(OC)c1 | 2.1 | 0.3 | -0.1 | -0.8 | 0.0 | -6.1 | nt | -1.0 | 1.8
CCCCn1c(N)c(N(CC)C(=O)CCNC(=O)c2ccc(Cl)cc2)c(=O)[nH]c1=O | -8.5 | nt | -1.0 | -1.3 | 5.6 | -3.3 | 0.4 | -2.1 | 2.4
COc1ccccc1-n1c(O)c(/C=N/N2CCCCC2)c(=O)n(-c2ccccc2OC)c1=S | nt | 2.2 | 0.6 | -0.5 | -0.5 | 4.6 | -0.4 | -8.8 | -5.7
Cc1cc(C)c(S(=O)(=O)c2ccccc2)c(=O)[nH]1 | -4.9 | 0.4 | 0.9 | -0.1 | i | -4.6 | 1.4 | -21.6 | 8.9
COc1cc(OC)cc(C(=O)NCC(=O)N2CCN(S(=O)(=O)c3ccccc3F)CC2)c1 | -20.7 | nt | -0.7 | 0.5 | i | 9.0 | 0.8 | -3.7 | 3.8

An excerpt from above in order of molecular weight, descending.
SMILES | PriA SSB inh | 3CLpro inhibitor | BoNT-A LC inh2 | PfHsp40 yeast | Vc quorum ag | PrPC TRFRET | TcdB inh | Anthrax LF inh2 | Y pestis TopoI
COc1ccccc1-n1c(O)c(/C=N/N2CCCCC2)c(=O)n(-c2ccccc2OC)c1=S | nt | 2.2 | 0.6 | -0.5 | -0.5 | 4.6 | -0.4 | -8.8 | -5.7
O=C1COc2ccc(S(=O)(=O)NCCc3ccc(Cl)cc3)cc2N1 | -6.2 | -1.6 | 2.4 | 0.4 | i | 2.3 | 0.4 | 6.7 | 3.3
COc1ccc(C(=O)Cc2nnc(C)s2)c(OC)c1 | 2.1 | 0.3 | -0.1 | -0.8 | 0.0 | -6.1 | nt | -1.0 | 1.8
CN1CCN(c2ccc(C(F)(F)F)cc2N)CC1 | -11.9 | -0.9 | -1.3 | 8.3 | -0.3 | 1.7 | 1.0 | -0.8 | -8.4

Screening data: PubChem, several laboratories
